Compound activity deposited in PubChem BioAssay by several laboratories.
STAT1 act: increases IFN-gamma driven STAT1 reporter signal | NIH 3T3 STAT1-luciferase reporter, luminescence; 100% = IFN-gamma alone, no compound | activation (% of control), % at 5.5 µM | 200,000 tested, 2.6% active;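 active means activation above the screen-wide mean activation plus 3 SD, cut at about 130% in these data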;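 further: raw ratio to IFN-gamma control signal so 100% means no change and 0% no light; values of inactives mirror those of a sister screen read the other way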
STAT3 activator: increases IL-6 driven STAT3 reporter signal | AID 871 | U3A cells, IL-6 STAT3-luciferase reporter, luminescence; 100% = signal with IL-6 EC80 alone | activation (% of control), % at 5.6 µM | 190,000 tested, 0.91% active;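 active means activation above the screen-wide mean of compound activation plus 3 SD, cut at about 130% in these data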;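 further: 0% = background luminescence of wells with medium and substrate only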
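Material: STAT3-luciferase reporter U3A cells; Probe or stimulus: IL-6 (33 ng/mL); Incubation: compound pre-incubation 1 h before IL-6, then 6 h stimulation at 37 °C; Technique: luminescence from STAT3-driven luciferase reporter; Evaluation: % activation versus median of IL-6-stimulated wells; Controls: IL-6-only high control.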
RAM network inh: yeast RAM network inhibition; AID 868; inhibition, % at 50 µM; S. cerevisiae dse1pr::URA3 reporter, 5-FOA growth OD615, 2 d; analog-sensitive cbk1-as2 kinase mutant strain; 190,000 tested, 1.8% active;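 active means inhibition above a set limit, 3 SD over mean compound inhibition, cut at about 8.4% in these data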;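 further: 0% = DMSO-only wells with no growth and 100% = 10 µM 1-NA-PP1 full growth; inhibition rescues growth on 5-FOA so higher OD means more RAM inhibition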
NF-kB neuron act: compounds increasing NF-kB expression in human neuronal cells; 190,000 tested, 1.6% active; NF-kB reporter expression; active compounds read high; AID 1239; fold change at 12.5 µM; in the data active means fold change above about 3.3
STAT1 inh: STAT1 signaling inhibition; 200,000 tested, 0.35% active; inhibition, % at 5.5 µM; NIH 3T3 STAT1-luciferase reporter, IFN-gamma, luminescence; AID 920;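 active means inhibition above a set limit, the mean inhibition across all tested compounds plus 3 SD, cut at about 34% in these data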;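 further: 0% = IFN-gamma with DMSO and 100% = IFN-gamma with 300 µM nifuroxazide; values of inactives mirror those of a sister screen read the other way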
APP 5UTR inh: APP translation inhibition; SH-SY5Y APP 5'UTR-luciferase reporter, luminescence; inhibition, % at 2 µM; 190,000 tested, 0.82% active; AID 1285;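 active means inhibition above a set limit, derived from the sample mean plus 3 SD, cut at about 45% in these data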; further: values of inactives mirror those of a sister screen read the other way
STAT3 inh: inhibitors of IL-6 induced STAT3 signaling; AID 862; 190,000 tested, 0.89% active; U3A cells, IL-6 STAT3-luciferase reporter, luminescence; host cell line lacks STAT1; inhibition, % at 5.5 µM;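 active means inhibition above the mean inhibition across all screened compounds plus 3 SD, cut at about 44% in these data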;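 further: 0% = DMSO only wells and 100% = 100 µM nifuroxazide control wells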
Hsp70 act: transcriptional activators of Hsp70; activation, % at 10 µM; HeLa Hsp70 promoter luciferase reporter, luminescence; scaled: vehicle 0, proteasome-inhibitor control 100%; 200,000 tested, 0.04% active;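 active means activation above the mean across all tested compounds plus 3 SD, cutoff set per campaign, cut at about 5.5% in these data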;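 further: 100% = MG132 at 30 µM as the positive control and 0% = DMSO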
FLuc inh counter: inhibits firefly luciferase, flagging false hits in luciferase inhibition screens; P08659; ATPLite firefly luciferase biochemical luminescence, 10 min; inhibition, % at 10 µM; 200,000 tested, 1.5% active; AID 1006;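 active means inhibition above about 50% when tested at 10 µM, limit read from the data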
Target sequence (P08659 whole entry, looked up): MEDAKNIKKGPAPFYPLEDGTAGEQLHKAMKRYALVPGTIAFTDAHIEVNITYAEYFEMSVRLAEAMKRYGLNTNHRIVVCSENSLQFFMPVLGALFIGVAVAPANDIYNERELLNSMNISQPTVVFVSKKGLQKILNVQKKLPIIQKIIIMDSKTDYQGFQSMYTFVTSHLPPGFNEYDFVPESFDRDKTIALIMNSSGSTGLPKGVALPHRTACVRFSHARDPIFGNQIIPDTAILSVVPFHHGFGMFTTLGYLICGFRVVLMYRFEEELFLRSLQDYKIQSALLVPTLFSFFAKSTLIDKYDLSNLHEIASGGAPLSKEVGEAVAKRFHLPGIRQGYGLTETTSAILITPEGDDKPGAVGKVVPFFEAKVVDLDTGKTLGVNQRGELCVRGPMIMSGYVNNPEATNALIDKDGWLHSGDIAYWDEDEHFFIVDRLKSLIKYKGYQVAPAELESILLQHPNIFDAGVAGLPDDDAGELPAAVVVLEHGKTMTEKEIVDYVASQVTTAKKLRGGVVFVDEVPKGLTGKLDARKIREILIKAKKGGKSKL
APP 5'UTR act: activates APP 5'UTR luciferase reporter | activation, % at 2 µM | SH-SY5Y APP 5'UTR luciferase reporter, luminescence; zero percent = DMSO vehicle wells | AID 1276 | 190,000 tested, 1% active;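 active means activation above a set limit, based on mean plus 3 SD of controls, cut at about 140% in these data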; further: values of inactives mirror those of a sister screen read the other way
* marks the source's active call; other numbers are inactive results; · = no result given.

SMILES	STAT1 act	STAT3 activator	RAM network inh	NF-kB neuron act	STAT1 inh	APP 5UTR inh	STAT3 inh	Hsp70 act	FLuc inh counter	APP 5'UTR act
CN(C)S(=O)(=O)N1CCN(CC(=O)Nc2cc(Cl)ccc2Cl)CC1	99	107	0.4	1	1	-20	-4	-0.5	-5	20
COc1ccccc1NC(=O)COC(=O)c1ccccc1OCC(=O)Nc1ccc(SC(F)F)cc1	95	112	2.8	1.2	6	-18	-8	-0.3	-4	18
Clc1ccc(CSc2ncn(-c3ccccc3)n2)cc1	97	93	-2.1	1.3	3	-6	13	-0.2	-1	6
Cc1ccc(CSc2nnc([C@@H]3CCCN3)o2)cc1	103	102	2.0	1.4	-3	4	2	0.1	-12	-4
Cn1c2ccccc2c(=O)c2c(=O)n(C3CCCCC3)c(-c3cccs3)nc21	103	97	6.9	1.1	-4	18	9	0.1	-2	-19
c1ccc(CSc2nnc([C@@H]3CCCN3)o2)cc1	108	104	0.1	0.96	-8	0	0	-0.2	-10	0
COc1ccc(/C=N/NC(=O)CCc2c(C)n[nH]c2C)cc1O	97	100	-0.9	1.4	3	-20	7	-0.3	-1	20
N#CC1=C(SCC(=O)Nc2nccs2)NC(=O)CC1c1ccccc1 (stereo not drawn)	101	96	1.6	1.1	-2	-10	10	-0.3	-10	10
COCCn1c(N)c(N(Cc2ccccc2)C(=O)C2CCCCC2)c(=O)[nH]c1=O	98	103	0.5	1.4	1	-6	-1	-0.1	3	6
CCCOc1ccc(CCc2n[nH]c(=S)n2-c2ccccc2)cc1	96	105	5.7	0.94	2	13	2	0.1	-4	-13
Cc1ccnc(NS(=O)(=O)c2ccc(NC(=O)c3ccc(S(=O)(=O)N4CC(C)OC(C)C4)cc3)cc2)n1 (stereo not drawn)	102	95	4.5	1.1	0	2	4	-0.1	2	-2
COc1ccc(N/C=C/C(=O)c2ccc(C)cc2)c([N+](=O)[O-])c1	153*	80	·	·	-57	-130	27	0.2	·	130
CCOC(=O)CSC1=C(C#N)C(c2ccco2)C(C(=O)Nc2cccc(C(F)(F)F)c2)=C(C)N1 (stereo not drawn)	99	103	3.7	1	6	2	0	-0.4	-4	-2
CCOc1ccc(C(CCc2ccccc2)NC(=O)c2ccccc2F)cc1OCC (stereo not drawn)	107	107	3.6	1	-8	-6	-10	0.3	-7	6
c1ccc(-c2noc(CCC3CCCC3)n2)cc1	113	104	0.2	2.3	-16	-12	-3	-0.2	14	12
COc1ccc(CNC(=S)Nc2cccc(C)c2C)cc1	97	96	0.5	1.2	3	-1	8	-0.5	-8	1
Cc1cc2n(n1)SC(Nc1cccc3ccccc13)N2 (stereo not drawn)	100	121	1.6	2	0	-53	-21	-0.1	-3	53
COc1cc(NC(=O)c2ccco2)c(OC)cc1NC(=O)CCC(=O)Nc1cc(C)cc(C)c1	98	92	4.0	0.25	2	-4	11	-0.1	-8	4
Cn1c(=O)c2c(nc(N3CCCCCC3)n2CCSc2nc3ccccc3o2)n(C)c1=O	96	98	3.9	1.1	5	6	7	-0.3	-6	-6
CCC(=O)Nc1cc(C(=O)OCC(=O)c2ccccc2)ccc1C	144*	122	1.4	0.72	-48	-47	-25	-0.1	16	47
O=C(CSc1nc2ccccc2c(=O)[nH]1)NCc1ccc(Cl)cc1	94	106	1.1	1.1	7	9	-1	-0.4	-3	-9
O=C(Nn1c(=S)[nH]c2ccccc2c1=O)c1ccncc1	103	96	0.7	1.2	-3	-20	5	0.0	-4	20
COc1ccc(CC(=O)Nc2sc(Cc3ccccc3)c(C)c2C(N)=O)cc1	96	99	2.8	0.89	4	-8	6	0.5	-4	8
COC(=O)/C=C/c1ccc(OC(=O)c2ccncc2)cc1	106	110	1.3	1.3	-7	-6	-6	-0.3	2	6
O=C(C[n+]1ccc(C(=O)N/N=C/c2ccc(O)cc2)cc1)c1ccccc1	103	102	0.1	1.1	-3	·	-2	-0.1	0	·
CC1CCCN(Cc2nc3c(c(=O)n(C)c(=O)n3C)n2CCc2ccccc2)C1 (stereo not drawn)	90	102	2.8	0.88	10	20	4	-0.2	-3	-20
O=C(O)CCC(=O)N1CCc2cc(S(=O)(=O)NCc3cccs3)ccc21	99	97	2.2	1.1	1	6	6	-0.3	-2	-6
COCCNS(=O)(=O)c1ccccc1	88	104	1.9	1	13	14	1	0.0	-8	-14
Cc1occc1C(=O)N1N=C(C2CC2)CC1(O)C(F)(F)F (stereo not drawn)	96	101	-0.5	1.7	5	-4	4	0.0	-4	4
CCN1C(=O)C(C)S/C1=N\S(=O)(=O)c1ccc(Cl)s1 (stereo not drawn)	107	101	3.6	1.1	-7	-4	3	-0.3	-7	4
Cc1ccc(/C=C/C(=O)Nc2ccc(S(N)(=O)=O)cc2)o1	112	98	0.1	0.83	-15	-28	6	-0.2	-1	28
CCCCC(=O)NC(N1CCCCC1)C(Cl)(Cl)Cl (stereo not drawn)	91	98	1.7	1	10	2	8	0.1	-5	-1
CC(=O)Nc1ccc(NC(=O)C(C)OC(=O)c2ccccc2Sc2ccccc2C#N)cc1 (stereo not drawn)	100	100	2.6	1.1	0	-12	-6	-0.5	-5	12
Cc1cccc2cc(CN(CC3CCCO3)C(c3nnnn3Cc3ccco3)C(C)C)c(=O)[nH]c12 (stereo not drawn)	90	104	3.2	1	11	-6	4	-0.2	-9	6
O=C1C2CC=CCC2C(=O)N1c1ccc(Cc2ccncc2)cc1 (stereo not drawn)	85	77	2.1	0.76	16	8	30	-0.3	-6	-8
O=C(Nc1cccc2nsnc12)c1cccnc1Cl	102	77	-0.6	1.4	-2	-14	30	-0.3	-6	14
O=C(O)CC1NC(=O)N(c2ccccc2)C1=O (stereo not drawn)	96	96	-0.6	1.1	2	-18	8	-0.2	0	18
Fc1ccccc1-c1csc(=Nc2cccnc2)n1CCCn1ccnc1	92	100	1.9	0.52	9	12	1	0.7	-5	-12
COc1cccc(N(CC(=O)N2CCN(C)CC2)S(=O)(=O)c2ccccc2)c1	101	100	0.7	1.1	-1	-5	10	-0.2	-4	5
CC(C)CCNC(=O)C(c1ccc(O)cc1)N(Cc1cccs1)C(=O)C1COc2ccccc2O1 (stereo not drawn)	94	100	7.2	0.61	7	-1	-3	-0.3	-6	1

Single records, as listed above. Order of values: STAT1 act	STAT3 activator	RAM network inh	NF-kB neuron act	STAT1 inh	APP 5UTR inh	STAT3 inh	Hsp70 act	FLuc inh counter	APP 5'UTR act
O=C1C2CC=CCC2C(=O)N1c1ccc(Cc2ccncc2)cc1 (stereo not drawn) in the list: 85	77	2.1	0.76	16	8	30	-0.3	-6	-8
COc1ccc(CC(=O)Nc2sc(Cc3ccccc3)c(C)c2C(N)=O)cc1 in the list: 96	99	2.8	0.89	4	-8	6	0.5	-4	8
Cc1ccc(/C=C/C(=O)Nc2ccc(S(N)(=O)=O)cc2)o1 in the list: 112	98	0.1	0.83	-15	-28	6	-0.2	-1	28

Other entries
SMILES	STAT1 act	STAT3 activator	RAM network inh	NF-kB neuron act	STAT1 inh	APP 5UTR inh	STAT3 inh	Hsp70 act	FLuc inh counter	APP 5'UTR act
CCCOC(=O)c1ccc(NC(=O)c2ccccc2OC)cc1	105	89	4.6	1.6	-6	-9	15	-0.1	3	9
Cc1c(C(=O)N2CCCCC2)nn(-c2ccc(Cl)cc2)c(=O)c1C#N	92	112	1.2	1.1	7	-39	-2	0.3	-6	39
O=C(NCCc1c[nH]c2ccccc12)c1cc2ccccc2oc1=O	143*	105	4.3	0.92	-49	-74	3	1.5	5	74
Cc1ccc(C(=O)N2CCCC2)c(F)c1F	95	100	-0.5	1	5	-2	2	-0.3	-3	2
CCO[C@@H]1OC(C(=O)N2CCN(C)CC2)=C[C@H](c2coc3ccccc3c2=O)[C@H]1CCCO	108	·	1.2	1.1	-7	8	·	-0.4	-2	-8
Cc1cccc(-n2cc[nH]c2=S)c1C	93	105	0.9	0.93	8	-2	0	-0.4	-5	2
O=C(N/N=C/c1cccc(C(F)(F)F)c1)c1cc2c(s1)-c1ccccc1CC2	104	108	0.9	1	-5	-5	-4	-0.2	-6	5
O=C(Nc1ccccc1)c1ccc(S(=O)(=O)NCC2CCCO2)cc1 (stereo not drawn)	98	91	3.3	1.3	2	-9	16	-0.5	-8	9
Cc1sc2nc(SCc3nc4ccccc4[nH]3)n(Cc3ccco3)c(=O)c2c1C	95	103	2.3	0.61	5	-3	-2	0.3	3	3
Cc1cc(NS(=O)(=O)c2ccc(NC(=S)NC(=O)c3ccc(Br)cc3)cc2)no1	95	101	1.1	1.7	4	12	0	-0.3	-5	-12
O=C(c1cccnc1)N1CCN(c2c(Cl)cccc2[N+](=O)[O-])CC1	94	93	0.3	0.87	6	-13	14	0.1	-6	13
COc1cc(-c2nc3cnccn3c2Nc2c(C)cccc2C)ccc1O	90	92	2.3	0.88	11	12	10	-0.1	-8	-12
Cc1ccc(-c2nnc(SCC(=O)N3CC(C)CC(C)C3)o2)cc1C (stereo not drawn)	98	97	2.8	1.1	3	2	4	-0.3	1	-2
O=S(=O)(Nc1nc2ccccc2nc1Cl)c1ccccc1	92	99	-0.2	0.97	9	-4	-3	-0.6	-3	4
CCN1CCN(CCNC(=O)c2cn(Cc3ccccc3F)nn2)CC1	97	97	-0.2	0.98	3	8	5	0.1	-4	-7
CC(C)c1ccc(-c2nnn(Cc3nc4ccccc4s3)n2)cc1	101	95	3.6	1.2	-1	2	11	0.4	-6	-2
COc1ccc(N2CCN(C(=O)[C@H](Cc3c[nH]c4ccccc34)NC(C)=O)CC2)cc1	93	101	4.5	1.1	6	2	4	-0.2	0	-2
O=C(Nc1ccc(S(=O)(=O)N2CCCCC2)cc1)c1ccccc1Cl	101	106	2.8	0.51	-2	-3	-10	-0.2	-2	3
O=C1c2ccccc2S(=O)(=O)N1CC1CC(c2ccc(Cl)cc2)=NO1 (stereo not drawn)	139*	100	4.3	1.4	-43	-100	4	-0.3	50*	100
CN(C)c1ccc(NC2=C(Cl)C(=O)c3ccccc3C2=O)cc1	128	93	4.7	0.54	-31	94*	12	-0.1	44	-94
COc1ccc(NC(=O)c2c(Nc3ccccc3)sc(C(=O)c3ccc(F)cc3)c2N)cc1	78	50	6.3	1	24	10	61*	-0.4	-4	-10
O=C(CCN1CCN(c2ccc(Cl)cc2)CC1)Nc1ccccc1F	96	93	0.7	1.3	4	-4	12	0.2	1	4
O=S(=O)(NCc1ccccc1)c1cccc2nonc12	98	95	0.4	0.91	5	5	9	-0.1	-6	-5
COc1ccc(C=O)cc1Cn1c(C)cc(C)c(C#N)c1=O	97	98	2.2	0.86	3	17	13	0.0	-4	-17
Cc1cc(N2CCN(C/C=C/c3ccccc3)CC2)n2ncnc2n1	86	78	1.5	0.69	13	-4	31	-0.4	-1	4
O=C1CC(=O)N(Cc2cccs2)C(=O)N1	104	97	-0.1	1	-4	-26	6	-0.3	-5	26
CNC(=O)c1[nH]cnc1C(=O)N[C@@H](CC(C)C)C(=O)OCc1ccccc1	102	·	-0.1	0.77	-1	-8	·	-0.2	-6	7
COc1ccc(C(c2nnnn2CCc2ccccc2)N2CCN(C3CCCC3)CC2)cc1 (stereo not drawn)	99	103	-0.2	0.99	1	-8	7	-0.1	2	8
